From PubChem
JMJD2C inh – blocks human GASC-1 demethylase activity; inhibition, % at 2.35 µM; 330,000 tested, 0.069% active; GST-JMJD2C(1-420) H3K9me3 demethylation, DELFIA europium; Q9H3R0; AID 2099;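 active = more than half of a compound's replicate wells show inhibition beyond 50%, single wells judged on their own value; inconclusive = some, but no more than half, of replicates pass 50% inhibition; inactive = no replicate passes 50% inhibition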;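 also: signal counts dimethyl H3K9 product captured on neutravidin plate; 0% = median of DMSO wells and 100% = 0.3 times that DMSO median; strong numbers were not always called active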
Target sequence (Q9H3R0 1-420 limits assumed): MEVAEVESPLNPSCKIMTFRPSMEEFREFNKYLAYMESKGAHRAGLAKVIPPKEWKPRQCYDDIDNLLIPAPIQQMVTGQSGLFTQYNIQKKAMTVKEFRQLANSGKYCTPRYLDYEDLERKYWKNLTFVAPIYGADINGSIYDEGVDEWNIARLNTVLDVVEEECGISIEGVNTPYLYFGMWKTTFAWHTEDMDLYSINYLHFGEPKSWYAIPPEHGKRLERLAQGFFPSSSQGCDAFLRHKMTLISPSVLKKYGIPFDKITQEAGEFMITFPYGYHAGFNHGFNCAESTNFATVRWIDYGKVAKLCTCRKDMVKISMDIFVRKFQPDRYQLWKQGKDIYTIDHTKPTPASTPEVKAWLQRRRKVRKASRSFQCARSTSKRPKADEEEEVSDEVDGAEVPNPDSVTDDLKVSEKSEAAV
CIT2 TOR yeast – alters CIT2-GFP fluorescence in TOR pathway yeast screen; S. cerevisiae CIT2-GFP strain, flow cytometry, 3 h; 100 means same as DMSO wells; GFP response vs DMSO, % at 10 µM; 320,000 tested, 0.065% active; AID 2029;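 active = GFP response relative to DMSO above a set limit, near the screen mean plus 3 SD, cut at about 150% in these data; inconclusive = Fewer than 70 cells measured for a yeast strain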;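 also: ratio of well median GFP fluorescence to mean of DMSO wells on the plate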
AGP1 TOR yeast – modulators of TOR pathway AGP1-GFP in S. cerevisiae; GFP response vs DMSO, % at 10 µM; S. cerevisiae AGP1-GFP multiplex flow cytometry, 3 h; GFP as percent of DMSO wells; 320,000 tested, 0.02% active;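 active = GFP response relative to DMSO above a set limit, near screen average plus 3 SD, cut at about 150% in these data; inconclusive = fewer than 70 cells counted for the yeast strain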;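 also: median GFP channel fluorescence of the gated AGP1 strain per well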
LAP4-GFP MLPCN – yeast TOR pathway LAP4-GFP modulation; S. cerevisiae LAP4-GFP multiplex, flow cytometry GFP, 3 h; median GFP as percent of DMSO wells; GFP response vs DMSO, % at 10 µM; 320,000 tested, 0.34% active;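 active = GFP response vs DMSO above a set limit, about the screen mean plus 3 SD, cut at about 150% in these data; inconclusive = under 70 cell events counted for the yeast strain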
MEP2-GFP yeast – modulators of TOR pathway MEP2-GFP in S. cerevisiae. S. cerevisiae MEP2-GFP strain, flow cytometry GFP, 3 h; 100% = DMSO control level. GFP response vs DMSO, % at 10 µM. 330,000 tested, 0.51% active. AID 2016;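 active = GFP response versus DMSO above a set limit, roughly screen mean plus 3 SD, cut at about 180% in these data; inconclusive = fewer than 70 cells counted for a yeast strain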;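 also: median GFP fluorescence of the barcode-gated MEP2-GFP cells per well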
RPL19A-GFP yeast – alters RPL19A-GFP fluorescence in TOR pathway yeast screen; S. cerevisiae RPL19A-GFP strain, flow cytometry, 3 h; active compounds read low; percent response vs DMSO, % at 10 µM; 330,000 tested, 0.3% active; AID 2025;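 active = percent response vs DMSO below 50%; inconclusive = fewer than 70 events counted for the yeast strain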;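 also: median channel GFP fluorescence of the barcoded RPL19A-GFP strain; ratio of sample median GFP to plate DMSO average so 100% = DMSO; lower means less RPL19A-GFP as with rapamycin TOR inhibition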
GRK2 aptamer HTS – blocks RNA aptamer binding to human GRK2 | inhibition of aptamer binding, % at 10 µM | P25098 | bead flow cytometry, FAM-aptamer displacement from GRK2 | 330,000 tested, 0.59% active;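 active = inhibition of aptamer binding above 40%, roughly 3 SD of noise, on plates passing a quality check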;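 also: median bead fluorescence of bound FAM aptamer so fluorescent compounds give negative values; no value below 0 was filed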
Target sequence (P25098 whole entry, looked up): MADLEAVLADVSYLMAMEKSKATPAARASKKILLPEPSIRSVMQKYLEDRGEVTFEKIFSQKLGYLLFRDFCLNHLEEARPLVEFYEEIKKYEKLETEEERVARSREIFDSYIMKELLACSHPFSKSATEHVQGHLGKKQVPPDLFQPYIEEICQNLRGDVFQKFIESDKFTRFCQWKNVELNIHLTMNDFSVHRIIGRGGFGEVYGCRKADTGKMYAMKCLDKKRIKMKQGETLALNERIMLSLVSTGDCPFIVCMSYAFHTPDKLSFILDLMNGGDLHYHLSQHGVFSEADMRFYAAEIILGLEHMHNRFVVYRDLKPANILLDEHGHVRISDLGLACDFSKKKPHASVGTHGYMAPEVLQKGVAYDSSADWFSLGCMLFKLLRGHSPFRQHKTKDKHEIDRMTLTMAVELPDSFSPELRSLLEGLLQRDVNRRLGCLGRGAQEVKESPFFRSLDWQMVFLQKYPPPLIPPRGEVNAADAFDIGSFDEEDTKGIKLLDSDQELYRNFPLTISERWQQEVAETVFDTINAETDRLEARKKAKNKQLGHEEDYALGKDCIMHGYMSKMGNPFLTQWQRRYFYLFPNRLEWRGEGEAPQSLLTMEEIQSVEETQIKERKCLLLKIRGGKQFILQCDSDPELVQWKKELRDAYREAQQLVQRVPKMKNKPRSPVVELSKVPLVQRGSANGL
VLA-4 inh – inhibition in a human VLA-4 binding assay. P13612. VLA-4 expressing cells, ligand binding flow cytometry. inhibition, % (about 7 µM as worked out from the volumes in the protocol). 330,000 tested, 0.2% active. AID 2557; in the data active = inhibition above about 50%
* marks the source's active call; other numbers are inactive results; ? = inconclusive; · = no result given; & = joins results of further samples; [ ] = remark or other dose. An unsorted share of the library (roughly 1.7% active in at least one column).

Sample of the layout (3 entries):
SMILES	JMJD2C inh	CIT2 TOR yeast	AGP1 TOR yeast	LAP4-GFP MLPCN	MEP2-GFP yeast	RPL19A-GFP yeast	GRK2 aptamer HTS	VLA-4 inh
CCCCCc1c(C)nc(N2CCN(Cc3ccc4c(c3)OCO4)CC2)[nH]c1=O	-32	99	94	87	100	101	3	-1
COc1ccccc1-n1c(SCC(=O)Nc2ccc(F)cc2)nc2c(c1=O)SCC2	1	90	98	114	94	94	0	12
COc1ccc(/C=C/C(=O)c2ccccc2O)cc1CN1CCOCC1	7	98	106	97	97	100	3	3

Results, previewed entries included:
SMILES	JMJD2C inh	CIT2 TOR yeast	AGP1 TOR yeast	LAP4-GFP MLPCN	MEP2-GFP yeast	RPL19A-GFP yeast	GRK2 aptamer HTS	VLA-4 inh
CCCCCc1c(C)nc(N2CCN(Cc3ccc4c(c3)OCO4)CC2)[nH]c1=O	-32	99	94	87	100	101	3	-1
COc1ccccc1-n1c(SCC(=O)Nc2ccc(F)cc2)nc2c(c1=O)SCC2	1	90	98	114	94	94	0	12
COc1ccc(/C=C/C(=O)c2ccccc2O)cc1CN1CCOCC1	7	98	106	97	97	100	3	3
COCc1nnc(NC(=O)CCc2ccc(OC)cc2)s1	0	99	99	91	108	102	0	5
O=C1CCC([N+](=O)[O-])C(c2ccccc2F)N1 (centres undefined)	6	104	101	95	109	111	3	10
Nc1ncc(Br)cc1S(=O)(=O)NCCC(=O)NCCc1ccccc1	-5	102	100	100	102	99	0	11
O=C(/C=C/c1ccccc1Cl)Nc1cccnc1	-3	114	105	93	110	108	0	1
CC(=O)c1c(C)n(-c2cccc(Cl)c2)c2ccc(O)cc12	3	94	91	80	87	90	0	5
CC(=O)c1c(C)[nH]c(C(=O)OCC(=O)NNC(=O)c2ccc([N+](=O)[O-])cc2)c1C	7	105	99	88	103	97	3	3
Cc1ccc(CNc2cnccn2)cc1	2	99	103	103	104	99	0	5
CC(Sc1nnc2ccccn12)C(=O)Nc1ccc(Cl)cn1 (centres undefined)	-24	105	98	98	101	100	0	-11
Cn1c2ccccc2c(=O)c2cc(C#Cc3cccc(N)c3)ccc21	-1	87	80	90	92	90	0	24
CN(Cc1ccccc1)C(=O)c1nn2cccnc2c1Cl	3	103	104	107	107	98	0	5
Cn1c(=O)c2c(SCC(=O)NCc3ccco3)nc(-c3ccccc3Cl)nc2n(C)c1=O	6	101	107	113	100	100	3	-2
COc1ccccc1CN1C[C@@H]2C[C@@H](c3[nH]c4c(C)cccc4c3C)N3CCC[C@@]23C1=O	-3	102	100	95	104	101	8	-6
O=C1CCC(=O)N1CC(=O)N1CCCc2ccccc21	5	112	102	91	104	105	0	8
CCCCc1ccc(NC=C2C(=O)OC3(CCCCC3)OC2=O)cc1	-20	106	108	103	107	104	0	-3
Cc1cc2c(cc1C)C(c1cccc(F)c1)CC(=O)N2 (centres undefined)	2	103	116	97	111	101	0	0
O=[N+]([O-])c1cc(C(F)(F)F)cc([N+](=O)[O-])c1NCCN1CCNCC1	-3	97	88	92	101	98	0	21
C[C@H](N)C(=O)N1CCC(C(=O)N[C@@H](Cc2ccccc2)C(=O)Nc2ccc(F)cc2)CC1	-8	93	96	101	110	97	0	21
CCN(CC)C(=O)CSC(Nc1ccc(F)cc1)=C(C#N)C#N	-20	·	·	·	105	103	0	-2
C=CCn1c(SCC(=O)NCC2CCCO2)nnc1-c1ccncc1 (centres undefined)	4	94	99	103	114	98	1	-8
Cc1ccc(OCCC(=O)OCC(=O)NC2CCCC(C)C2C)cc1 (centres undefined)	3	102	97	99	93	98	0	0
COC(=O)[C@H]1C[C@H](C(=O)O)[C@@H](C)C1(C)C	·	80	82	105	89	98	1	-24
CNc1ccc([N+](=O)[O-])cc1-c1nc2ccccc2[nH]c1=O	1	91	101	110	130	98	0	2
CC(C)(C)NC(=O)CSc1nnnn1C(C)(C)C	16	87	89	93	95	92	1	0
Cc1noc(C)c1COC(=O)c1cccc(S(=O)(=O)N2CCCCCC2)c1	·	106	105	105	102	99	0	-2
CC(=O)c1cc(F)c(N2CCCCCC2)cc1C	7	96	98	111	95	94	0	-2
CCCOC(=O)c1ccc(NC(=O)c2ccoc2C)cc1	12	81	84	89	93	92	0	14
Cc1cccc(-n2ncc3c2CCCC3NC(=O)Cn2cccn2)c1C (centres undefined)	11	94	96	92	90	95	7	1
COc1ccc(/C=C/C(=O)NCC(=O)N/N=C/c2cccs2)cc1	12	85	85	65	95	104	1	-4
O=C(CCN1C(=O)/C(=C\c2ccco2)SC1=S)Nc1ccc(C(=O)O)c(O)c1	4	108	104	112	102	102	13	3
CCOc1ccccc1N1CCN(CC(=O)Nc2ncc(C)s2)CC1	-7	99	102	94	100	104	0	-14
Cc1nnc(SCC(=O)c2cc(C)n(C3CC3)c2C)s1	-4	108	·	119	112	99	2	11
Cc1c(Cl)cccc1-n1cnc(=O)c2ccccc21	8	107	114	108	103	101	0	3
Cc1ccc(S(=O)(=O)N2CC(C(=O)O)Oc3ccccc32)cc1 (centres undefined)	-4	?	85[may fluoresce violet]	70[may fluoresce violet]	89[may fluoresce violet]	91[may fluoresce violet]	0	10
Oc1ccccc1Nc1nc(-c2ccccc2O)nc2ccccc12	1	97	102	109	108	106	0	-22
O=C1C2CCCN2C(c2ccc(F)c(F)c2)N1c1cccc(Cl)c1 (centres undefined)	0	91	103	105	106	100	0	-7
Cc1ccc(S(=O)(=O)N2CCC(C(=O)OCC(=O)N(C)C3CCCCC3)CC2)cc1C	1	104	105	113	101	98	1	10
COc1ccc(-n2nnc3c(SCC(=O)Nc4ccccc4F)ncnc32)cc1	4	93	102	97	105	96	0	10
Cc1nnc(N2CCN(Cc3ccccc3)CC2)[nH]c1=O	-4	105	104	95	103	101	4	2
Cc1ccc2cc(CN(CC3CCCO3)C(=O)Nc3ccccc3F)c3nnnn3c2c1 (centres undefined)	-6	95	95	94	98	91	2	-13
CCOC(=O)c1cc2c(ccn2C)n1CC(=O)N(C)C	15	92	92	104	95	96	0	-6
CCN(CC)CCCn1c2c(c(SCC(=O)Nc3cc(OC)cc(OC)c3)nc1=O)CCC2	28	104	104	99	101	100	0	9
CCCCOc1ccc(C(=O)OC2CC(C)N(C)CC2C)cc1 (centres undefined)	-4	·	99	97	95	102	0	-4
Cc1ccc(OCC(=O)NCc2cccnc2)cc1	8	93	96	101	103	90	0	-12
O=C(CCCn1cnc([N+](=O)[O-])n1)Nc1cccc(O)c1	0	101	101	102	103	100	1	6
COc1cc(/C=C2/C(=N)N3C(=NC2=O)SN=C3S(C)(=O)=O)ccc1OS(=O)(=O)c1ccc(C)cc1	3	101	109	102	103	104	2	-2
O=C(NCCN1CCN(C(=O)c2ccccc2Cl)CC1)C(=O)NCc1ccccc1	-1	112	104	92	105	104	2	9
O=C(OC1Cn2c(=O)ccc(=O)n2C1)c1ccc([N+](=O)[O-])cc1	8	100	102	102	99	103	3	6
CCOC(=O)c1c(NC(=O)C2c3ccccc3Oc3ccccc32)sc(C(C)=O)c1C	-6	98	101	93	98	97	0	-9
Cc1c(C(=O)NNc2c(Cl)cccc2Cl)n(C)oc1=O	9	110	115	106	106	102	1	19
CC(C)Cc1nc2sc3c(=O)n(N)cnc3c2c2c1COC(C)(C)C2	-11	103	98	89	103	102	2	-10
COc1ccc(OC)c(NC(=O)c2ccc(CSc3nnc(C)s3)cc2)c1	-9	88	97	101	102	93	3	-62
COc1ccccc1N(C(=O)Cn1nnc(-c2ccc(C)o2)n1)C(C(=O)NC1CCCC1)c1ccncc1 (centres undefined)	-3	98	100	94	105	107	0	-2
O=C(Nc1cccnc1)c1c(O)c2cccc3c2n(c1=O)CC3	12	?	?	38[may fluoresce violet]	150[may fluoresce violet]	49*[may fluoresce violet]	65*	3
O=C(NC1CCCCC1)c1cc(-c2ccco2)on1	0	98	97	103	104	100	1	-4
Cc1ccc(S(=O)(=O)NCCC(=O)OCC(=O)N2CCCC2=O)cc1	10	89	102	102	96	97	2	5
O=c1c(-c2ccc(O)cc2O)coc2cc(O)cc(O)c12	19	104	107	102	105	100	4	9
Cc1cc(NC(=S)N(CCN2CCOCC2)Cc2ccccc2F)ccc1Cl	-2	101	109	109	107	99	3	-1
Further records.
SMILES	JMJD2C inh	CIT2 TOR yeast	AGP1 TOR yeast	LAP4-GFP MLPCN	MEP2-GFP yeast	RPL19A-GFP yeast	GRK2 aptamer HTS	VLA-4 inh
Cc1ccc(S(=O)(=O)NCCN2CCOCC2)c(C)c1C	-1	97	97	99	95	96	0	15
OCCN(CCO)CC(O)COc1ccc(C23CC4CC(CC(C4)C2)C3)cc1 (centres undefined)	-5	89	88	100	99	95	0	22
Cc1c(C(=O)O)sc2ncn(C)c(=O)c12	-5	101	103	93	103	102	0	7
COCC(=O)Nc1ccc2nc3n(c(=O)c2c1)CCCCC3	-7	99	105	117	103	100	0	6
O=C(NC1CC1)c1cc2c(s1)CS(=O)(=O)C2	8	96	100	107	100	99	3	5
Cc1onc(-c2c(Cl)cccc2Cl)c1C(=O)NC(=S)N1CCOCC1	-14	100	108	112	105	103	3	-4
CCOC(=O)c1c(C)nc2sc(C(=O)Nc3ccccc3)c(N)c2c1-c1ccc(OC)cc1	-14	104	100	107	106	103	0	8
CCN(CC)Cc1oc(CO)cc(=O)c1O	-7	·	96	89	114	87	6	2
CC1CCCN(C(=O)c2ccc3nc[nH]c3c2)C1 (centres undefined)	6	·	97	93	102	98	7	13
Cc1ccc(NC(=O)c2ccc(S(=O)(=O)NCc3ccco3)cc2)cc1	-21	90	92	87	99	100	2	10
NS(=O)(=O)c1ccc(CCNC(=O)COC(=O)C2CCN(c3ccc(C(F)(F)F)cn3)CC2)cc1	2	100	105	99	96	97	3	2
C#CCN1C(=O)S/C(=C\c2cc3c(cc2OC)OCO3)C1=O	11	98	97	88	101	96	1	10
CC(C)(O)C(=O)NNC(=S)NCc1ccco1	8	107	109	104	103	102	0	-10
Cc1ccc(Cn2c(=N)c(C(=O)NCCN3CCOCC3)cc3c(=O)n4ccccc4nc32)cc1	8	?	13[may fluoresce violet]	107[may fluoresce violet]	155[may fluoresce violet]	67[may fluoresce violet]	0	4
CCn1c(SCC(=O)NC(=O)NC(C)(C)C)nc2ccccc21	-7	101	104	103	111	96	0	6
COc1ccc(OC)c(C2=C[N+](=O)C(C)(C)C(C)(C)N2[O-])c1	-2	100	104	96	102	101	0	1
Cc1cccc(Nc2nc(N)nc(CN3CCN(c4ccccc4)CC3)n2)c1	-5	98	108	108	107	100	3	27
C=CCNC(=O)CC(=O)N/N=C/c1ccc(C(=O)OC)cc1	-7	107	105	100	96	99	0	21
CCC(=O)Nc1ccc(Br)c(Cl)c1	10	96	100	101	98	96	0	30
Oc1c(C=C2N=c3ccccc3=N2)sc(=S)n1-c1ccc(F)cc1	-8&9	88&103	94&106	96&108	91&111	97&103	29&14	-38&-17
O=C(NC(O)C(=O)c1ccc(F)cc1)c1ccc(F)cc1 (centres undefined)	-5	93	99	102	100	100	2	14
O=C1CCCN1CC(O)CS(=O)(=O)Cc1ccccc1Cl (centres undefined)	-2	105	102	98	105	108	1	-4
O=C(CCn1c(=O)sc2ccccc21)NC1CCCCC1	7	102	98	94	102	100	4	4
CCN(c1ccccc1)S(=O)(=O)c1ccc(OC)c(NC(=O)C2CCC2)c1	4	95	102	108	93	100	2	19
